Screening data: PubChem BioAssay, National Center for Advancing Translational Sciences (NCATS)
ELG1 genotoxic: qHTS screen for small molecules that induce genotoxicity in human embryonic kidney (HEK293T) cells expressing luciferase-tagged ELG1; HEK293T ELG1-luciferase reporter, luminescence, 16 h; Potency, µM (highest dose often 46 µM), without a hit: at the highest dose activity change, positive = activation, most hits filed as activators; 1.3% of 330,000 active; further: potency means the concentration at half of the fitted maximal effect; % of control where 0% means no effect; nearly all actives have a fitted effect of over 60% in size
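HEK293T cells expressing luciferase-tagged ELG1 were treated with compound or DMSO for 16 hr at 37°C. Luciferase activity was then read after 30 min with ONE-Glo at room temperature; rising signal flags genetic stress.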
PTAP TSG101 blk: qHTS Assay for Iinhibitors of HIV-1 Budding by Blocking the Interaction of PTAP/TSG101; 340,000 tested, under 10 active; Fluorescence polarization, FITC-PTAP peptide / Tsg101 binding; Tumor susceptibility gene 101 protein (Homo sapiens), Q99816; Potency, µM (titrated, usually from 115 µM), without a hit: top-dose activity change, negative = inhibition, actives largely listed as inhibitors; active means well fitted inhibition curve with a large enough effect in the main read-out, with a control signal flat, not every such curve was filed as active; inconclusive means small, poorly fitted or top-dose-only effect, or effect the other way, or a change in a side signal; inactive means no such curve, though single readings can be large or run the other way; further: potency means the concentration at half of the fitted maximal effect; % of control where 0% means no effect
Target sequence (Q99816 whole entry, looked up): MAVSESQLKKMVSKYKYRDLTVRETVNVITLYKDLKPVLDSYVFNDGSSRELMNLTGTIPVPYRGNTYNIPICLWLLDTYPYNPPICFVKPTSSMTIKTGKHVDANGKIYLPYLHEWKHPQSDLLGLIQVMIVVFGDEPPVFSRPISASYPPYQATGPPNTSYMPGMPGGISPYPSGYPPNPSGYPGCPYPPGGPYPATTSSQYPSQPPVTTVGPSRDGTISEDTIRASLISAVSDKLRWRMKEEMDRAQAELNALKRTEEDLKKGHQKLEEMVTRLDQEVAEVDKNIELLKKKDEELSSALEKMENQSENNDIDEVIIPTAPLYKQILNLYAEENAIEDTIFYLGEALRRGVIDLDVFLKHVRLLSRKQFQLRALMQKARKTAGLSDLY
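Tsg101 binding domain (10 uM final) was mixed with compound and a FITC-labeled PTAP peptide (50 nM final) in HEPES pH 7.5 buffer with NaCl, Tween 20, EDTA and TCEP; fluorescence polarization was read after 20 min at r.t.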
B2AR arrestin: qHTS assay of beta-arrestin-biased ligands of beta2-adrenergic receptor | beta-arrestin recruitment to beta2AR, cell-based reporter | Potency, µM (doses to about 46.1 µM), without a hit: at the highest dose activation, most hits filed as activators | 0.02% of 330,000 active;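 further: potency means the concentration at half of the fitted maximal effect; 0% = DMSO controls and full agonism = EC100 isoproterenol or metaproterenol; nearly all actives have a fitted effect of over 65% in size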
TRPV1 agonist: HTS Assay for Compounds that Act as Agonists of the Vanilloid Receptor 1; AID 540275, 2011; TRPV1-expressing cells, Fluo-8 calcium influx, agonist mode; activation, % at 8.33 µM; Transient receptor potential cation channel subfamily V member 1 (Homo sapiens), Q8NER1; 0.19% of 320,000 active; in the data active means activation above about 80%; inconclusive means between about 30% and that limit; further: 0% is about no effect
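Fluo-8 calcium influx in TRPV1-expressing cells, kinetic read (ex 480/em 520 nm). Compound added and read 3 min for agonist activity, followed by capsaicin at EC20 final and 2 min further read for enhancement.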
S-ASM inh: Inhibitors of Secretory Acid Sphingomyelinase (S-ASM): qHTS; Sphingomyelin phosphodiesterase (Homo sapiens), P17405; placental ASM, HMU-PC fluorogenic substrate, 60 min; Potency, µM (top dose mostly 57.5 µM), for inactives: at the top dose activity change, negative = inhibition, most hits filed as inhibitors; 0.006% of 340,000 active; AID 504937, 2011; further: potency means the concentration at half of the fitted maximal effect
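Human placenta-derived ASM preincubated with compound 10 min at room temperature, then reacted with 9 uM (final) fluorogenic HMU-PC substrate for 60 min at 37 C. Stop solution raises pH to 10; fluorescence read at Ex 386/Em 447 nm.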
Eya2 phos inh: qHTS Assay for Inhibitors of the Phosphatase Activity of Eya2. Potency, µM (doses to about 76.9 µM), without a hit: at the highest dose activity, negative = inhibition, most hits filed as inhibitors. AID 488837, 2010. Protein phosphatase EYA2 (Homo sapiens), O00167. 0.006% of 330,000 active. recombinant Eya2, OMFP fluorescence dephosphorylation (OMFP is methylfluorescein phosphate); further: potency means the concentration at half of the fitted maximal effect; on the % scale 0 is the no-effect control and ±100 the full control effect
Target sequence (O00167 whole entry, looked up): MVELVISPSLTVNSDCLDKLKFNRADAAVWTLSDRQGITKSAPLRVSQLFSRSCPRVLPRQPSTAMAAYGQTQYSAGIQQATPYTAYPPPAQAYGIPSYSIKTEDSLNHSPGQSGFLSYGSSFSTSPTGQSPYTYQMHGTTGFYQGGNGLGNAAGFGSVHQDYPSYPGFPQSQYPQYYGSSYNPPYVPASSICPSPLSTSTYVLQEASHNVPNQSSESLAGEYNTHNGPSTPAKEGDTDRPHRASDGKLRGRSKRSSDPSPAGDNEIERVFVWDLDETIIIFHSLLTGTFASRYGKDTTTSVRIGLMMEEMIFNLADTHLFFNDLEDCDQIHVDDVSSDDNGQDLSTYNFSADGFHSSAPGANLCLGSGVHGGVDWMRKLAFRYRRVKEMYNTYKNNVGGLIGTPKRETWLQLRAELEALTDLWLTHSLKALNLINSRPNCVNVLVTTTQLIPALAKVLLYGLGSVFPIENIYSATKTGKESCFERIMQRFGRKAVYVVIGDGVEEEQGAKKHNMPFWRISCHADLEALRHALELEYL
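Eya2 protein (added as 0.2 uM solution) was preincubated with compound for 10 min at ambient temperature in 50 mM HEPES pH 7.5, 50 mM NaCl, 5 uM MgCl2, 0.05% BSA, 1 mM DTT. OMFP (added at 50 uM) then reacted 10 min; fluorescence read at 485/525 nm.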
p53 reactivation: qHTS assay for re-activators of p53 using a Luc reporter; 0.063% of 320,000 active; H1299 p53-A138V BP100-luciferase reporter, luminescence, 24 h; Potency, µM (doses to about 92.2 µM), without a hit: at the top dose activity change, positive = activation, most hits filed as activators; AID 504706, 2011; further: potency means the concentration at half of the fitted maximal effect; % of control where 0% means no effect; nearly all actives have a fitted effect of over 45% in size
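p53-null H1299 cells stably carrying temperature-sensitive p53-A138V and a BP100-luciferase reporter were pinned with compounds (4-point, 1:5 series) and held 24 hrs at 37 deg C. Luminescence was read 10 min after detection reagent.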
USP2a inh: qHTS Assay for Inhibitors of Ubiquitin-specific Protease USP2a Using CHOP2 as the Reporter | USP2 core, Ub-CHOP2 coupled fluorogenic reporter, 485/531 | Potency, µM (titrated, usually from 38.3 µM), inactives show at the highest dose activity change, negative = inhibition, actives largely listed as inhibitors | 0.01% of 330,000 active;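 further: potency means the concentration at half of the fitted maximal effect; plate controls were DMSO wells for no effect and full inhibition by NEM control for full effect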
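Deubiquitinase activity read as fluorescence (485/531 nm) after Ub-CHOP2 cleavage activates the enterokinase reporter on its substrate; USP2 core 10nM, Ub-CHOP2 and substrate 25nM each, 30min compound preincubation then 60min RT; data normalized to NEM, curves fitted.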
BRCA1 expr act: qHTS Assay to Identify Small Molecule Activators of BRCA1 Expression; MCF7-BRCA1-FFLuc reporter, luminescence, 48 h; response scale: scaled: vehicle 0%, 10 µM genistein 100%; Potency, µM (top dose mostly 46.1 µM), for the others: at the highest dose activation, usual class: activators; 1.1% of 380,000 active; further: potency means the concentration at half of the fitted maximal effect; nearly all actives have a fitted effect of over 80% in size; some results filed as inactive show a strong effect at the top dose
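MCF7 cells carrying a BRCA1-firefly luciferase reporter (2000 cells/well, phenol-red free MEM) were attached for 2 h at 37 °C, then given compounds for 48 h. Luminescence was read 15 min after luciferase reagent; activity normalized to genistein (10 microM) and DMSO.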
uPA generation: qHTS for Inhibitors of Cell Surface uPA Generation. cell surface uPA generation assay, qHTS. Potency, µM (top dose mostly 38.3 µM), without a hit: at the highest dose activity change, negative = inhibition, actives largely listed as inhibitors. 0.31% of 330,000 active. AID 540303, 2011; active means well fitted inhibition curve with a large enough effect; inconclusive means small, poorly fitted or top-dose-only effect; inactive means no such curve, though single readings can be large or run the other way; tested in mouse RAW 264.7 cells; further: potency means the concentration at half of the fitted maximal effect; on the % scale 0 is the no-effect control and ±100 the full control effect; nearly all actives have a fitted effect of over 55% in size
Integrin act MD: qHTS for Activators of Integrin-Mediated Alleviation for Muscular Dystrophy. alpha7betagal myoblasts, beta-gal FDG fluorescence, 48 h. Potency, µM (doses to about 38.3 µM), inactives show at the highest dose activation, hits mostly activators. 0.064% of 350,000 active;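 further: potency means the concentration at half of the fitted maximal effect; 100% = response of the positive control SU9516; nearly all actives have a fitted effect of over 60% in size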
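alpha7betagal+/- myoblasts (passage 13, 250/well) treated 48 h at 37C with compounds at 1:260 dilution of DMSO stock. Lysed, then beta-galactosidase activity read as FDG fluorescence (ex 480/em 540) after 30 min, with pre-read for autofluorescence.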
* hit, by the source's call; i = inactive; ? = inconclusive; · = not tested or not shown; & = joins results of further samples. Unless noted, the call rests on the fitted dose curve; in most records, active means well fitted curve in the direction sought with a large enough effect; inconclusive means small, poorly fitted or top-dose-only effect, or another doubt; inactive means no such curve, though single readings can be large; an effect the other way counts as inactive or inconclusive.

SMILES	ELG1 genotoxic	PTAP TSG101 blk	B2AR arrestin	TRPV1 agonist	S-ASM inh	Eya2 phos inh	p53 reactivation	USP2a inh	BRCA1 expr act	uPA generation	Integrin act MD
CN(CC(=O)O)S(=O)(=O)c1ccc2[nH]c(=O)c(=O)[nH]c2c1	0%	-3%	-0.4%	-4	-1%	7%	0%	-1%	0%	4%	?
COc1cccc(C2c3[nH]c4ccccc4c3C[C@H]3C(=O)N(CCCOC(C)C)CC(=O)N23)c1 (stereo partly specified)	-3%	-5%	-0.7%	3	0%	-5%	-3%	-1%	2%	8%	-16%
N=c1c(C(=O)NCC2CCCO2)cc2c(=O)n3ccccc3nc2n1Cc1cccnc1 (stereo unspecified)	1%	?	-0.4%	2	i	-2%	2%	3%	-24%	-3%	-22%
CC(=O)Nc1cc(NC(C)=O)cc(C(=O)N2CCCC3CCCCC32)c1 (stereo unspecified)	10%	-2%	0.1%	0	1%	-11%	14%	1%	-12%	-2%	-8%
O=C(CCc1ccccc1)Nc1ccc(Cl)cn1	?	-4%	-1.6%	-5	-2%	-14%	?	2%	-6%	-10%	-21%
COC(=O)[C@@]1(Cc2ccc(F)cc2)[C@H]2c3cc(C(=O)N4CCCC4)n(CCc4ccccn4)c3C[C@H]2CN1C(=O)c1ccccc1	-2%	-5%	-1.3%	?	7%	0%	-2%	-4%	-21%	-5%	-8%
O=C(O)CC/C(=N\NC(=O)CNC(=O)/C=C/c1ccccc1)c1ccccc1	1%	-3%	-0.4%	0	-3%	-2%	-1%	-1%	-9%	3%	?
CC(C)[C@H]1COCCS(=O)(=O)N1Cc1ccccc1-c1cccc(Cl)c1	-1%	5%	0.2%	·	-7%	-1%	14%	6%	-2%	-5%	9%
O=C(NC1CCCCC1)C(c1cccs1)N(C(=O)C(F)(F)F)c1ccccc1 (stereo unspecified)	2%	-4%	-0.7%	·	0%	-4%	6%	0%	0%	3%	12%
O=C(Cn1cnc2c(NCc3ccccc3)ncnc21)NCc1ccccc1	10%	-5%	0.2%	·	2%	-3%	-1%	5%	-42%	?	-18%
Cc1cc(C)cc(C(=O)OCC(=O)NC(=O)NC2CCCC2)c1	-2%	-2%	-0.1%	7	-2%	-18%	3%	-5%	-24%	9%	8%
CC(C)c1ccc(C2NC(=O)CCC2[N+](=O)[O-])cc1 (stereo unspecified)	-1%	-1%	-0.5%	-1	0%	8%	0%	2%	-9%	11%	-42%
COc1cccc(/C=N/NC(=O)C(=O)NCc2cccnc2)c1	2%	0%	-0.1%	-2	0%	15%	-3%	3%	3%	-1%	17%
CSc1ccc(CN2C(=O)NC3(CCCCC3)C2=O)cc1	-3%	-3%	0.0%	16	4%	0%	-4%	1%	-17%	0%	33%
Cc1ccc(NC(=O)c2cc(S(=O)(=O)N3CCOCC3)c(Br)s2)cc1	-3%	-1%	-1.7%	?	-16%	-10%	-3%	4%	-19%	-6%	-1%
CCOC(=O)CSc1nc2c(c(=O)[nH]c(=O)n2C)n1CCc1ccccc1	2%	1%	-0.3%	-3	-2%	-10%	1%	0%	0%	-10%	-19%
Cc1ccn2c(=O)nc(SCC(=O)Nc3cc(C)on3)nc2c1	0%	-5%	0.0%	0	-2%	21%	-5%	2%	-9%	-3%	-22%
C[C@H](NC(=O)c1nc[nH]c1C(=O)N[C@@H](Cc1ccccc1)C(=O)OCc1ccccc1)C(=O)OCc1ccccc1	-1%	-8%	-1.0%	29	-7%	-5%	12%	-7%	0%	-5%	-26%
CC(C)(C)c1cccc(OCCCSc2ncccn2)c1	3%	-6%	0.1%	?	8%	-3%	17%	4%	60%	2%	-39%
COc1nc(C)cc(C)c1S(=O)(=O)c1ccccc1C	1%	-5%	0.3%	-8	1%	-10%	-6%	8%	6%	1%	21%
CCOC(=O)C1=C(C)NC(C)=C(C(=O)OC)C1c1cccc([N+](=O)[O-])c1 (stereo unspecified)	3%	-2%	-0.6%&-0.2%	1&-5	-7%	2%&-4%&6%	-3%	0%&2%	-16%	2%	·
CC(=O)C1C(c2ccccc2)c2c(noc2C)CC1(C)O (stereo unspecified)	-1%	-4%	0.3%	9	-2%	0%	-4%	1%	-7%	-4%	34%
CN(c1ccccc1)S(=O)(=O)c1ccc(Cl)c(C(=O)Nc2ccc(-c3nc4ccccc4[nH]3)cc2)c1	-10%	0%	0.1%	-2	0%	-1%	3%	-2%	-73%	-6%	-34%
C/C=C/C(=O)OCC(=O)Nc1cccc(F)c1	-1%	-4%	0.3%	-1	2%	-2%	-2%	7%	-6%	6%	16%
O=C(O)CCCCCN1C(=O)c2ccc(C(=O)O)cc2C1=O	0%	-10%	0.2%	0	1%	2%	0%	2%	24%	6%	11%

(more compounds)
SMILES	ELG1 genotoxic	PTAP TSG101 blk	B2AR arrestin	TRPV1 agonist	S-ASM inh	Eya2 phos inh	p53 reactivation	USP2a inh	BRCA1 expr act	uPA generation	Integrin act MD
Cc1ccc(NC(=O)Cn2c(O)c(N=NC(=O)c3ccncc3)c3ccccc32)cc1	13%	-2%	0.0%	-2	-1%	13%	2%	0%	-3%	-1%	-11%
Cc1ccc(NC(=O)O/N=C2\CCCCC2c2ccc([N+](=O)[O-])cc2[N+](=O)[O-])cc1 (stereo unspecified)	1%	0%	-0.2%	3	-6%	-26%	8%	-1%	-17%	3%	-18%
O=C(Nc1cccc(F)c1)Nc1ccc2c(c1)OCO2	?	-1%	0.1%	?	-3%	-6%	29%	-1%	?	0%	-9%
COc1cc2[nH]c(=O)n(CCC(=O)NCCCN3CCN(c4ccccc4F)CC3)c(=O)c2cc1OC	-4%	-1%	0.1%	-2	9%	8%	0%	-1%	-1%	6%	4%
COc1cccc(C2CC(c3ccc(Cl)cc3Cl)n3nc(N)nc3N2)c1 (stereo unspecified)	0%	-3%	0.1%	·	3%	-10%	-6%	-7%	32%	-10%	-2%
COc1ccc(CCN(C)C/C=C/c2ccccc2[N+](=O)[O-])cc1OC	-1%	-2%	-0.6%	5	0%	3%	-9%	-1%	9%	-7%	-36%
CCOC(=O)C(C)n1nc(/C=C/c2ccccc2)ccc1=O (stereo unspecified)	0%	-3%	0.0%	1	2%	-9%	6%	3%	1%	1%	-20%
O=c1cc(CSc2nnnn2-c2ccccc2)nc2sccn12	-1%	0%	0.4%	-1	9%	-8%	-1%	-1%	3%	7%	2%
Cc1ccc(CN2CCNC(=O)C2CC(=O)N(C)CCc2cnn(C)c2)cc1 (stereo unspecified)	7%	·	0.0%	0	5%	11%	7%	1%	5%	1%	-12%
Cc1oc(/N=C/c2ccc(F)cc2)c(C#N)c1C	0%	1%	-1.9%	7	3%	14%	·	3%	-18%	-2%	55%
Cc1ccc(S(=O)(=O)CC#CCOC(=O)c2ccc([N+](=O)[O-])cc2)cc1	12%	·	-0.4%	0	·	18%	-11%	5%	·	·	·
Cc1noc(C)c1C(=O)Nc1ccc(F)c(F)c1	2%	-2%	-0.2%	2	4%	24%	-4%	0%	-3%	-3%	-4%
CC1(C)OC(=O)C=C(CC2NS(=O)(=O)OC3CCCCC23)O1 (stereo unspecified)	1%	0%	-0.2%	-2	3%	-1%	·	-7%	4%	6%	-1%
N#Cc1c(-c2ccccc2)nc(SCC(=O)N(c2ccccc2)c2ccccc2)[nH]c1=O	1%	-5%	-0.8%	3	1%	3%	-3%	-7%	-27%	-2%	16%
COC(=O)c1ccc(NC(=O)Nc2ccc3c(c2)OCO3)cc1	?	-2%	3.7%	14	-2%	-6%	-14%	3%	?	-2%	-16%
O=C(Nc1cccc(C(=O)N2CCCC2)c1)C1CCCCC1	·	-1%	·	·	2%	·	·	·	2%	4%	-9%
Cc1cc(C(=O)N2CCN(c3ccc([N+](=O)[O-])cc3)CC2)no1	0%	-14%	-0.4%	18	-2%	-2%	-7%	0%	-20%	3%	7%
